RGS4 inh = Inhibitors of Regulator of G Protein Signaling (RGS) 4: qHTS; hit rate 0.039% among 390,000; Potency, µM (highest dose often 114 µM), inactives show at the top dose activity change, negative = inhibition, usual class: inhibitors; Transcreener GDP fluorescence polarization, RGS4-accelerated GTP hydrolysis; Regulator of G-protein signaling 4 (Homo sapiens), P49798; further: potency means the concentration at half of the fitted maximal effect; on the % scale 0 is the no-effect control and ±100 the full control effect; nearly all actives have a fitted effect of over 75% in size; some results filed as inactive show a strong effect at the top dose
Target sequence (P49798 whole entry, looked up): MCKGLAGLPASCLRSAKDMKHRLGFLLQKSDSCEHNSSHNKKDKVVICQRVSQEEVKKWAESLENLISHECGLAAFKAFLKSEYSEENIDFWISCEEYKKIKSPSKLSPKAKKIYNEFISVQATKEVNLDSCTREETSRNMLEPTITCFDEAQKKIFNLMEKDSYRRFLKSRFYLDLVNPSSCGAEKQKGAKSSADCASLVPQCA
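MLSMR compounds (23 nl, pin-transferred) preincubated 10 min at room temperature with a 500nM (2x) first reagent, then RGS4 at 900nM (2x) plus Transcreener GDP mix added; fluorescence polarization (620/688 nm) read before and after 90 min at 30 °C.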
D2 antagonist = HTS Assay for Allosteric Antagonists of the Human D2 Dopamine Receptor: Primary Screen for Antagonists; inhibition, % at 10 µM; hit rate 2% among 340,000; HEK293 TREx D2 cells, calcium flux, dopamine EC80; D(2) dopamine receptor (Homo sapiens), P14416; in the data active means inhibition above about 30%; further: 0% is about no effect
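Antagonism is scored as inhibition of an EC80 dopamine-evoked calcium signal in a force-coupled, tetracycline-inducible HEK293 T-REx D2 line, with compound present 180 s before agonist.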
Vif-A3F inh = qHTS for Inhibitors of Vif-A3F Interactions: qHTS. HeLa A3F-eYFP + Vif (tagged APOBEC3F with the HIV-1 protein that degrades it), YFP fluorescence increase. Potency, µM (series often up to 46.1 µM), inactives show at the highest dose activity, negative = active. hit rate 0.2% among 390,000. AID 602313, 2012; further: potency means the concentration at half of the fitted maximal effect; % of control where 0% means no effect; nearly all actives have a fitted effect of over 65% in size
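HeLa cells stably expressing A3F-eYFP plus Vif, plated and incubated overnight at 37 deg C, then exposed to compounds overnight at 37 deg C. Blocked degradation read as raised yellow fluorescence (Ex 488/Em 500-530).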
ERG Ets-DNA blk = qHTS for Small Molecule Inhibitors of the ERG Ets/DNA interaction; Transcriptional regulator ERG (Homo sapiens), P11308; fluorescence polarization, His-ERG Ets domain / labelled DNA; Potency, µM (highest dose often 76.9 µM), inactives show at the highest dose FP activity, negative = inhibition, usual class: inhibitors; hit rate 0.028% among 370,000; AID 624246, 2012; active means well fitted inhibition curve with a large enough effect in the polarisation, with a control signal flat; inconclusive means small, poorly fitted or top-dose-only effect, or effect the other way, or a change in a side signal; inactive means no such curve, though single readings can be large or run the other way; the % refers to the polarisation;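 further: polarization taken with two DNA probes labelled with fluorescein and Texas red; potency means the concentration at half of the fitted maximal effect; % of control where 0% means no effect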
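His-tagged ERG Ets domain (1 uM in the protein solution; 300mM KCl, 50mM Tris-HCl, 1mM EDTA, 1mM DTT, pH 7.5) received compound, then a probe mix of 5 nM fluorescein-DNA and 100nM Texas-615-DNA. Fluorescence polarization was read for both dyes.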
GRP78 ERSR act = qHTS for Inducers of the Endoplasmic Reticulum Stress Response (ERSR) in Human Glioma: qHTS; U87-MG GRP78 promoter luciferase reporter, 16 h; hit rate 0.02% among 420,000; Potency, µM, for the others: top-dose activation, actives largely listed as activators; further: potency means the concentration at half of the fitted maximal effect; series mostly up to about 76 µM; % of control where 0% means no effect; nearly all actives have a fitted effect of over 35% in size
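Stably transfected U87-MG glioma cells carrying a GRP78-based luciferase sensor; 16 h compound incubation. Luminescence end-point read 10 min after Bright-Glo addition at room temperature.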
LDHA inh = qHTS assay for inhibitors of human lactate dehydrogenase | purified LDHA, NADH/diaphorase-resazurin fluorescence; active compounds read low | activity change, % (values are at about 110 or 230 µM) | hit rate 0.15% among 480,000 | L-lactate dehydrogenase A chain (Homo sapiens), P00338 | AID 1347041, 2019; in the data active means activity change below about -30%; inconclusive means mostly about -25% to -30%;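 further: plate controls were DMSO wells for no effect and wells without enzyme for full effect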
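Resorufin fluorescence (ex540/em590), read at 0 and 20 min after diaphorase/resazurin addition, reports the NADH left after a 5 min room-temperature reaction of 2 nM human LDH5 with 0.06 mM NADH and 0.2 mM pyruvate.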
Vif-APOBEC3G blk = qHTS for Inhibitors of Vif-A3G Interactions: qHTS; DNA dC->dU-editing enzyme APOBEC-3G (Homo sapiens), Q9HC16; AID 602310, 2012; Potency, µM (top dose mostly 46.1 µM), for the others: at the top dose activity, negative = active, hits mostly inhibitors; hit rate 0.076% among 410,000; HeLa A3G-eYFP + Vif (tagged APOBEC3G with the HIV-1 protein that degrades it), YFP fluorescence, overnight;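 further: potency means the concentration at half of the fitted maximal effect; on the % scale 0 is the no-effect control and ±100 the full control effect; nearly all actives have a fitted effect of over 60% in size; hits raise eYFP signal because A3G escapes Vif-driven loss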
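HeLa cells stably expressing Vif and C-terminally eYFP-tagged A3G, seeded overnight at 37 deg C, then exposed to compound by pintool overnight at 37 deg C. Rise in yellow fluorescence (Ex 488/Em 500-530, Acumen) marks blocked Vif-driven A3G degradation.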
D2 agonist = HTS Assay for Allosteric Agonists of the Human D2 Dopamine Receptor: Primary Screen for Agonists. activation, % at 2 µM. hit rate 0.53% among 340,000. HEK293 T-REx D2 cells, calcium flux agonist mode;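 active means activation over 3 SD above normal in the single-dose calcium agonist read, cut at about 30% in these data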; further: 0% is about no effect
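Tetracycline-induced HEK293 Trex cells with D2 receptor force-coupled to calcium signaling, plated overnight at 30 C and loaded with no-wash calcium dye. Calcium flux read kinetically for 180 s after compound addition; responses flag agonists.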
12-LOX inh = Primary qHTS assay for inhibitors of human arachidonate 12S-lipoxygenase (ALOX12): Round 2 | Polyunsaturated fatty acid lipoxygenase ALOX12 (Homo sapiens), P18054 | purified 12hLO, xylenol orange hydroperoxide absorbance | Potency, µM (highest dose often 108 µM), without a hit: at the top dose activity change, negative = inhibition, usual class: inhibitors | hit rate 1.1% among 580,000 | AID 1671190, 2021; further: potency means the concentration at half of the fitted maximal effect; on the % scale 0 is the no-effect control and ±100 the full control effect
Target sequence (P18054 whole entry, looked up): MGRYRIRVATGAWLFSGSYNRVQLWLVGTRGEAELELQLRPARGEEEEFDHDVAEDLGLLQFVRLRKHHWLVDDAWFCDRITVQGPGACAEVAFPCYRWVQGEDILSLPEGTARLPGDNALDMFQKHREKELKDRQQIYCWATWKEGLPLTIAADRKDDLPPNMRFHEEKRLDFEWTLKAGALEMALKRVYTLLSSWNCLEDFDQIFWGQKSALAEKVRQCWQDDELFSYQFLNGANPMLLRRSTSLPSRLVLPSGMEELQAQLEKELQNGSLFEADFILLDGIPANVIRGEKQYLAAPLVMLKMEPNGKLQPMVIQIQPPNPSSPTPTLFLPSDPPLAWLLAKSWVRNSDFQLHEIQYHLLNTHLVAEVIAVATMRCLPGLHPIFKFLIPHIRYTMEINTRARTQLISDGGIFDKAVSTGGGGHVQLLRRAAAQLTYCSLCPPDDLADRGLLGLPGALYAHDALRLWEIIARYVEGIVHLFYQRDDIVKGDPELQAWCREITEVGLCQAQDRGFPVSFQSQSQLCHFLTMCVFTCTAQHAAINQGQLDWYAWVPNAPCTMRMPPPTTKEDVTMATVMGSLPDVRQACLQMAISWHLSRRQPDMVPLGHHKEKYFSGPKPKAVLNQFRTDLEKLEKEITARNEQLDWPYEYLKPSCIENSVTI
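Hydroperoxide product was detected by ferrous iron/xylenol orange as the 573 to 405 nm absorbance ratio. Arachidonic acid at 40 uM (final) was turned over for 30 min at room temperature by 150 nM human 12hLO, pH 7.0 Hepes buffer, after 15 min compound preincubation.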
* = called active by the depositor; i = inactive; ? = inconclusive; . = not tested or not shown; & = joins results of further samples; [ ] = dose if it differs, or a comment. Unless noted, the call rests on the fitted dose curve; in most records, active means well fitted curve in the direction sought with a large enough effect; inconclusive means small, poorly fitted or top-dose-only effect, or another doubt; inactive means no such curve, though single readings can be large; an effect the other way counts as inactive or inconclusive.

SMILES	RGS4 inh	D2 antagonist	Vif-A3F inh	ERG Ets-DNA blk	GRP78 ERSR act	LDHA inh	Vif-APOBEC3G blk	D2 agonist	12-LOX inh
O=C(NC1CCCCC1)C1c2ccccc2C(=O)N1Cc1ccc2c(c1)OCO2 (stereo not given)	-12%	-6	11%	-6%	-5%	-5	-1%	0.8	28%
CCOc1cc(/C=C2/C(=O)ON=C2C)ccc1OCc1ccccc1F	?	9	-12%	.	12%	-3	-24%	1.4	?
Cc1ccc(-c2nnn(CC(=O)N(Cc3ccc(F)cc3)C(C(=O)NC3CCCC3)c3ccncc3)n2)o1 (stereo not given)	-44%	2	-4%	1%	-9%	-7	3%	1.3	?
O=C(O)CCCNc1cc(N2CCN(C(=O)c3ccco3)CC2)c2noc3c2c1C(=O)c1ccccc1-3	?	-2	?	83%[activator]	3%	2	22µM*	0.9	19%
CCOc1nc2cnccc2n(CC(=O)Nc2c(F)c(F)cc(F)c2F)c1=O	-6%	16	13%	-18%	-6%	3	1%	0.1	19%
COc1ccc(CNC(=O)c2ccc(CSc3nc4ccncc4n3Cc3ccccc3F)cc2)cc1	2%	.	0%	1%	2%	-1	-2%	-0.6	-12%
C=CCN(C(=O)CC(NC(C)=O)c1ccccc1)c1nc(-c2ccc(S(C)(=O)=O)cc2)cs1 (stereo not given)	2%	-16	4%	-1%	5%	0	1%	-0.5	-6%
N#Cc1ccc(NC(=O)COC(=O)c2cccnc2Cl)cc1	-38%	.	-4%	18%	0%	-3	-5%	.	3%
CCCNC(=O)C1(C)CCCN(C(=O)COCc2ccccc2)C1 (stereo not given)	.	.	.	.	0%	-2	0%	.	6%
COc1ccc(-c2c(-c3ccccc3)c(C(=O)C(=O)NCCCN(C)C)n3ccc4cc(OC)c(OC)cc4c23)cc1OC	3%	48*	-5%	12%	-4%	0	-1%	0.4	?
CCOc1ccc(-c2cc3nc(C4CCN(C(=O)OC(C)(C)C)CC4)c(C(=O)Nc4ccc(C(=O)OC)cc4)cn3n2)cc1	17%	.	5%	5%	-2%	0	0%	.	6%
CCSc1nnc(CCNC(=O)OC(C)(C)C)o1	-29%	13	7%	-6%	-1%	-4	0%	-0.3	-2%
Cc1onc(-c2ccccc2)c1-c1nnc(CN2CCN(S(=O)(=O)c3ccccc3)CC2)o1	-25%	8	3%	-1%	0%	-7	-1%	0.4	55%[activator]
CCOC(=O)CNC(=O)C1CCCN(c2ncccn2)C1 (stereo not given)	0%	-1	-23%	9%	1%	-8	-7%	0.5	9%
COc1ccc(S(=O)(=O)N2CCN(C(=O)c3cc(C)on3)CC2)cc1	-5%	-24	-3%	8%	-2%	-3	0%	0.6	-4%
CCC(C(=O)O)N1C(=O)/C(=C/C(C)=C/c2ccccc2)SC1=S (stereo not given)	-6%	-4	1%	4%	-6%	?	1%	-0.1	?
COc1ccc(OC)c(CC(NC(C)=O)C(=O)NC2CCN(c3c(Cc4ccccc4)c(C)nc4ncnn34)CC2)c1 (stereo not given)	-13%	-3	-15%	2%	-3%	-10	0%	-1.2	15%
COc1cc2c3nnc(-c4ccc(F)cc4)c-3cn(Cc3ccc(C)cc3)c2cc1OC	22%	10	-343%	0%	-8%	-5	?	-0.5	-21%
O=C(Nc1cnc2sccn2c1=O)c1ccccc1Cl	-17%	6	-1%	11%	0%	-9	0%	0.7	7%
COC(=O)c1ccccc1NC(=O)CC(NCc1ccccc1)C(=O)O (stereo not given)	-39%	.	-3%	7%	4%	-1	0%	.	?

The final 2 entries of the part above are carried over, then new ones follow:
SMILES	RGS4 inh	D2 antagonist	Vif-A3F inh	ERG Ets-DNA blk	GRP78 ERSR act	LDHA inh	Vif-APOBEC3G blk	D2 agonist	12-LOX inh
O=C(Nc1cnc2sccn2c1=O)c1ccccc1Cl	-17%	6	-1%	11%	0%	-9	0%	0.7	7%
COC(=O)c1ccccc1NC(=O)CC(NCc1ccccc1)C(=O)O (stereo not given)	-39%	.	-3%	7%	4%	-1	0%	.	?
O=C(Nc1ccccc1N1CCCC1)c1ccc(Br)o1	13%	3	-1%	2%	3%	3	1%	-0.1	?
COc1nc(-c2ccc(C)cc2)ccc1-c1noc(-c2cccnc2)n1	-21%&-38%	1	2%	-8%	-4%&-1%	0&-7	-2%&2%	0.9	0%
CCC(C)n1c(/C=C/c2ccccc2)nc2ccccc21 (stereo not given)	1%[11.4 µM]	16	-27%	3%	5%	3	8%	-0.4	10%
Cc1cc(C)cc(NC(=O)N2CCN(S(C)(=O)=O)CC2)c1	7%	-18	0%	3%	2%	4&-1	0%	0.1	6%&-19%
c1cncc(Nc2c3ccccc3nc3ccccc23)c1	16%	3	?	4%	?	-2	-16%	-0.5	2%
Cc1ccc(Nc2cc(=O)n(C)c(=O)[nH]2)cc1C	.	.	-8%	.	-2%	1	-4%	.	-17%
Cc1ccc(Cn2c(=N)n(CC(O)c3ccco3)c3ccccc32)cc1 (stereo not given)	-7%	-11	0%	7%	-6%	-2	-1%	0.6	0%
O=C(O)C1Nc2c(Cl)cc(Cl)cc2C2C=CCC12 (stereo not given)	?	8	-2%	52%[activator]	-4%	-2	1%	0.6	.
O=C(CCNC(=O)c1ccc([N+](=O)[O-])cc1)Nc1ccccc1N1CCOCC1	-5%	-10	-3%	-7%	-3%	2	-1%	2.5	-9%
O=C(CNC(=O)c1ccc(Br)o1)NCCc1ccc(F)cc1	-5%	6	0%	10%	10%	-2	2%	-1.1	-52%
CCN1CCN(c2ncc3c(n2)CCN(Cc2cccc(F)c2F)C3)CC1	-4%	.	-2%	-4%	-1%	5	1%	-0.1	3%
O=C(N/N=C/c1cccc(OC(=O)c2ccco2)c1)c1ccc(F)cc1	11%	7	10%	-4%	-4%	0	1%	0.4	-13%
CN(c1cccc(NC(=O)c2ccccc2N(C)S(C)(=O)=O)c1)S(C)(=O)=O	-22%	-2	-14%	-3%	-3%	-2	-1%	0.5	0%
Cc1ccc(C)c(S(=O)(=O)N2CCCC2CNC(=O)C(=O)NCc2ccccc2C)c1 (stereo not given)	-8%	26	-19%	-7%	-7%	-5	-1%	0.5	0%
CCn1c(=O)c2cc(C(=O)NCCN3CCOCC3)sc2c2ccccc21	8%	-1	4%	-2%	-4%	-4	2%	-0.6	-3%
Cc1cccc(CSc2nc(-c3cccs3)ccc2C#N)c1	8%	.	-20%	3%	0%	-5	?	0.0	-27%
COc1ccc(NC(=O)CCNC(=O)C2CCN(S(=O)(=O)c3ccc(F)cc3)CC2)cc1OC	-8%[56.9 µM]	3	-5%	-16%	-2%	-2	2%	0.7	0%
O=C(Nc1nnc(SCC(=O)N2CCCc3ccccc32)s1)c1ccccc1	-1%	3	5%	-17%	-1%	3	-5%	-0.6	0%
Cc1occc1C(=O)NNC(=O)Nc1ccc(F)cc1F	-3%	18	-15%	6%	-2%	-8	1%	0.7	15%
O=C(CSc1ncccn1)N1CCN(S(=O)(=O)c2ccccc2)CC1	-10%	-21	11%	0%	-2%	-5	0%	-0.1	10%
Cc1ccc(C(=O)NCc2ccc(Cl)c(Cl)c2)o1	-11%	4	0%	-5%	0%	0	3%	-0.3	0%
Cc1ccc(C(=O)c2oc3ccccc3c2NC(=O)C(C)Oc2ccccc2Cl)cc1 (stereo not given)	-3%	.	1%	-11%	2%	-1	3%	0.5	-16%
O=C(Nc1ccc(Br)cc1)c1ccco1	10%	4	-3%	6%	7%	0	-5%	-0.6	-14%
CCCCC(NS(=O)(=O)c1ccc(C)cc1)C(=O)Oc1ccc2c3c(c(=O)oc2c1)CCC3 (stereo not given)	-24%	-4	-4%	-5%	-4%	-7	-1%	-1.0	-23%
C=CCn1c(SCCC)nc2sc3c(c2c1=O)CCc1ccccc1-3	43%	4	-3%	0%	-3%	-1	1%	1.3	9%
CCn1c(-c2ccccn2)nc2cc(S(=O)(=O)N(C)C)ccc21	0%	-6	3%	10%	-1%	-2	-2%	-1.8	-26%
COc1ccc(-c2cc(C)no2)cc1S(=O)(=O)NCc1cccs1	6%	.	-9%	6%	-4%	5	-17%	-0.2	?
Cc1ccc(NC(=O)COC(=O)COc2cccc3c2OC(C)(C)C3)cc1C	-23%	-3	1%	0%	-1%	2&-1	0%	-1.9	i
CCN1C(=O)/C(=C\N2CCN(C)CC2)SC1=S	-10%	-4	4%	-2%	0%	-6	-3%	0.3	?
CN(C)S(=O)(=O)c1ccc(Cl)c(NC(=O)COC(=O)c2ccc3c(c2)NC(=O)CS3)c1	-20%	15	5%	4%	-7%	-5	2%	-0.1	6%
Cc1cccc(NC(=O)CCCn2c(C)c3cnn(-c4ccccc4)c(=O)c3c2C)c1C	18%	.	9%	0%	-2%	0	6%	1.0	-8%

Source: PubChem BioAssay (National Center for Advancing Translational Sciences (NCATS))

This is a subset (hit frequency here may not be typical).
